Statin myotox sup: protects C2C12 myotubes from simvastatin toxicity; ATP luminescence, 48 h; scaled: DMSO 0, geranylgeraniol control 100; rescue of ATP level, % at 7.49 µM; 330,000 tested, 0.78% active;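 active = mean ATP rescue above about 67%, or every replicate alone reaching that limit, limit read from the data, passing the limit was not always enough; inconclusive = no clear call, values can overlap the other calls; inactive = mean under the limit and some replicate under it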;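 also: myotubes were challenged with 10 µM simvastatin during compound exposure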
LGR2 inh: Drosophila LGR2 receptor signaling inhibition; HEK293 LGR2, CRE-luciferase, bursicon-stimulated, 4 h; inhibition, % at 9.99 µM; 380,000 tested, 0.35% active; AID 720647;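 active = drop in luminescence signal, shown as inhibition above about 50% in the replicate tests, limit read from the data, passing the limit was not always enough; inconclusive = probably only some replicates passing the limit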;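 also: agonist challenge used bursicon conditioned medium at about half maximal strength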
ERAP1 inh: ERAP1 (human) enzyme inhibition; recombinant ERAP1, Leu-AMC fluorescence, 60 min; Q9NZ08; 340,000 tested, 0.15% active; inhibition, % at 10.7 µM;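 active = mean replicate inhibition of at least 30%, or all replicates individually reaching that 30% level; inactive = mean below 30% and not every replicate reaching it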;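 also: 0% = neutral control wells and 100% = L-leucinethiol positive control wells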
Cneo AK release: Cryptococcus neoformans lysis via adenylate kinase release | C. neoformans lysis, adenylate kinase release luminescence, 4 h; normalised: neutral wells 0, clomiphene wells 100 | lysis activity, % at 15 µM | 360,000 tested, 0.2% active;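 active = mean lysis activity across replicates of at least 80%, whatever share of replicates individually reach that level; inactive = mean lysis activity below 80%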
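Signal: Adenylate kinase release luminescence | Assay system: Log-phase Cryptococcus neoformans yeast cells | Input: Cells at 5 × 10^6 per mL | Buffer or medium: Fresh YPD growth medium | Compound: Single dose | Schedule: Static 4 h at 37 °C with compound, 1 h detection | Controls: Clomiphene | Read-out: Luminescence rise reflecting yeast cell lysis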
PGC1a acetyl inh: lowers PGC1a acetylation signal in U2OS cells; AlphaScreen anti-acetyl-lysine; with virally co-expressed GCN5 acetyltransferase; inhibition, % at 15.6 µM; 350,000 tested, 0.17% active;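 active = every replicate shows inhibition of at least 40%; inconclusive = mean inhibition at least 40% but some replicate below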;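 also: 0% = neutral control wells and 100% = positive control wells; some results beyond the cut were filed as inactive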
SIRT5 block: blocks human SIRT5 desuccinylation of peptide; Purified SirT5, succinyl-peptide AMC, trypsin-coupled fluorescence; 330,000 tested, 1.1% active; AID 652115; inhibition, % at 15 µM; Q9NXA8; in the data active = inhibition above about 15%; inconclusive = no clear call, values can overlap the other calls
Target sequence (Q9NXA8 whole entry, looked up): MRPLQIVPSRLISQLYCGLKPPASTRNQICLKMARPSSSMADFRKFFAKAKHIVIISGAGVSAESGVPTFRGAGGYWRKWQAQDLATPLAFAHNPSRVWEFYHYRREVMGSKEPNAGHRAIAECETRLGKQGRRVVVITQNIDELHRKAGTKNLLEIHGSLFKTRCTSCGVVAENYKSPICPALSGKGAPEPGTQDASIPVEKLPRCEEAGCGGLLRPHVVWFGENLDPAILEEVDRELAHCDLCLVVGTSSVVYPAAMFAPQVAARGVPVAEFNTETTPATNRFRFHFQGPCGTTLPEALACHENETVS
S100A4 MyoIIA: S100A4-myosin IIA interaction inhibition; 360,000 tested, 0.14% active; P26447; inhibition, % at 10.7 µM; S100A4/TAMRA-MyoIIA peptide fluorescence polarization;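 active = mean inhibition of at least 70% across replicates, with every replicate also reaching that level; inconclusive = mean inhibition reaches 70% but some replicates fall short; inactive = mean inhibition below 70%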
Target sequence (P26447 whole entry, looked up): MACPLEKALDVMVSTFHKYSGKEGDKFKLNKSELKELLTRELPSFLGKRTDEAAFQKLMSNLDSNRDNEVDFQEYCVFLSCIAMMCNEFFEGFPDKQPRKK
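Test system: S100A4 monomer protein; Medium: HEPES pH 7.2 with CaCl2, KCl, NaCl, DTT, Triton; Probe or stimulus: TAMRA-labelled myosin IIA heavy-chain peptide probe, 5 nM; Doses: one dose per compound; Times: polarization read 5 min after assay mix addition, stable 5–60 min; Benchmarks: neutral control DMSO, positive control TFP.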
Xi reactivation: X-chromosome reactivation activator; XiGFP mouse fibroblasts, % GFP-positive cells imaging, 3 d; cells co-treated with 5-aza-dC sensitizer; scaled so ellipticine positive control = 100%; activation, % at 7.58 µM; 360,000 tested, 0.055% active; AID 743238;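 active = mean normalized replicate activation at least 10% and every replicate at or above 10%; inconclusive = only one of the two criteria met; inactive = mean below 10% and not all replicates reach 10%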;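 also: 0% = median of on-plate neutral control wells and 100% = ellipticine 6 µM median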
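Assay system: SV40-immortalized XiGFP fibroblast cells, line 68-5-11; buffer or medium: DMEM plus 5-aza-dC sensitizer; compound: one concentration, pinned; timing: compounds 3 days, fix/stain 15 min at room temperature; benchmarks: positive control ellipticine, 6 µM final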
An asterisk follows results filed as active; u = inconclusive; x = no result given.

SMILES	Statin myotox sup	LGR2 inh	ERAP1 inh	Cneo AK release	PGC1a acetyl inh	SIRT5 block	S100A4 MyoIIA	Xi reactivation
CCC(CC)c1nnc(NC(=O)c2ccc3c(c2)OCO3)s1	22.7	-62.1	6.2	-1.4	x	x	-0.6	0.0
CCN1C(=O)c2ccccc2Sc2ccc(C(=O)NCCC(C)C)cc21	-34.3	14.7	-0.2	2.0	x	2.7	-4.5	0.0
CCc1ccccc1NC(=O)CN(C)C(=O)c1cc(C2CC2)nn1-c1ccccc1	13.7	20.7	5.0	1.2	x	2.1	-9.8	-0.1
CN(CC(=O)Nc1cccc(F)c1)CC(=O)Nc1cccc2ccccc12	12.5	-6.2	-1.3	0.0	-2.6	-2.4	0.1	0.1
COc1ccc(Cn2nnnc2C(c2cc3ccc(OC)cc3[nH]c2=O)N2CCCCCC2)cc1 (configuration not stated)	-31.3	1.1	-0.8	-2.0	4.0	3.7	0.0	x
O=C(Nc1ccc(S(=O)(=O)Nc2ccccn2)cc1)c1cccc(Cl)c1	74.4*	-2.7	-1.5	-6.9	x	2.1	-6.0	0.2
CCOC(=O)C1CCN(C(=O)CCn2c(=O)c3cccn3c3cccnc32)CC1	4.9	7.7	0.8	4.6	10.5	6.2	-1.2	0.1
C[C@@H]1CCCCO[C@@H](CN(C)Cc2ccc3c(c2)OCO3)[C@@H](C)CN([C@H](C)CO)C(=O)c2cc(NC(=O)Nc3ccc4c(c3)OCO4)ccc2O1	x	14.0	-0.4	-0.7	8.0	8.1	u	0.1
CC(OC(=O)Cc1ccsc1)C(=O)Nc1ccc(Cl)cn1 (configuration not stated)	10.7	-2.3	1.0	-0.8	-10.1	-7.7	-8.7	0.4
CCOC(=O)C1=C(CS(=O)(=O)c2ccc(C)c(C)c2)NC(=O)NC1c1ccc(O)cc1 (configuration not stated)	x	-5.9	-1.7	x	x	2.9	-2.9	0.5
Cc1ccc(C(=O)C2CCN(CC(=O)NC3CCCC3)CC2)cc1	6.1	-10.7	1.2	3.2	x	2.0	-7.1	0.2
CCOC(=O)c1c(C)nc(C)c(C(=O)OCC)c1-c1cccc(N)c1	8.2	16.8	-3.8	0.8	11.4	-1.3	1.5	0.3
Cc1cc(C(=O)NCC(=O)OCC(=O)Nc2ccc(OC(F)F)cc2)ccc1[N+](=O)[O-]	x	-0.4	-0.7	x	11.4	-10.1	0.7	-0.1
COc1ccc(Cl)c(-c2cc(C(=O)NC(C)C)[nH]n2)c1	-7.1	3.6	0.3	2.6	14.7	x	-9.0	0.1
O=C(C[C@H]1CC[C@@H]2[C@H](COC[C@H](O)CN2Cc2ccc(F)cc2)O1)NCc1ccccc1Cl	6.7	9.0	0.2	-1.2	2.3	-0.7	1.0	0.1

Limited to ERAP1 inh, PGC1a acetyl inh and S100A4 MyoIIA (4 entries from above):
compound	ERAP1 inh	PGC1a acetyl inh	S100A4 MyoIIA
CCN1C(=O)c2ccccc2Sc2ccc(C(=O)NCCC(C)C)cc21	-0.2	x	-4.5
COc1ccc(Cl)c(-c2cc(C(=O)NC(C)C)[nH]n2)c1	0.3	14.7	-9.0
O=C(C[C@H]1CC[C@@H]2[C@H](COC[C@H](O)CN2Cc2ccc(F)cc2)O1)NCc1ccccc1Cl	0.2	2.3	1.0
CCc1ccccc1NC(=O)CN(C)C(=O)c1cc(C2CC2)nn1-c1ccccc1	5.0	x	-9.8

The list goes on:
SMILES	Statin myotox sup	LGR2 inh	ERAP1 inh	Cneo AK release	PGC1a acetyl inh	SIRT5 block	S100A4 MyoIIA	Xi reactivation
CCOC(=O)C1=CCN(S(=O)(=O)c2ccc(Br)cc2)C1c1ccc(C)cc1 (configuration not stated)	-2.8	22.5	-4.7	-0.6	-26.8	-3.2	-0.1	0.0
Cc1c(/C(O)=C2\C(=O)C(=O)N(CCN(C)C)C2c2cccnc2)cnn1-c1ccccc1 (configuration not stated)	17.2	5.5	x	-1.5	-2.4	x	x	x
Cc1ccc(NC(=O)COn2nnc3ccc(S(=O)(=O)N(C)C)cc32)cc1F	-16.4	1.4	x	-0.6	-6.2	x	x	x
CO[C@H]1CN(C)C(=O)c2ccc(NC(C)=O)cc2OC[C@@H](C)N(C(=O)c2ccncc2)C[C@@H]1C	0.1	-6.2	2.1	2.2	10.1	-3.3	-2.0	0.4
COc1ccc(NS(=O)(=O)c2ccc3oc(SC(C)C(N)=O)nc3c2)cc1 (configuration not stated)	-3.5	-2.4	-4.2	0.4	14.6	-4.1	2.6	0.6
CCCCC(=O)Nc1nc(C)c(C(C)=O)s1	-2.1	-0.9	x	-1.6	-7.4	x	1.4	0.2
COc1ccc(-c2nc(SCC(=O)NC3CCCCC3)n[nH]2)cc1	-4.9	-7.9	0.6	-5.1	x	-0.3	-6.9	0.3
O=C(NC1=NCCS1)c1ccccc1Cl	-14.1	6.6	-2.0	-1.4	3.9	2.6	1.7	0.0
CC12CCC(=O)N1C(C(=O)NCCN1C(=O)S/C(=C\c3ccccc3Cl)C1=O)CS2 (configuration not stated)	2.5	x	1.1	1.2	1.2	3.9	-4.7	0.0
c1ccc(-c2nnc(N3CCN(c4ccccc4)CC3)nc2-c2ccccc2)cc1	12.6	7.3	-3.2	-2.6	6.4	-0.3	-7.7	-0.2
CC1CCN(CCn2c(=S)[nH]c3ccccc3c2=O)CC1	6.2	-19.5	0.0	-1.7	-14.7	0.0	-2.5	0.0
CN(C)CC(=O)N1[C@@H]2Cn3c(ccc(-c4ccccc4)c3=O)[C@H]1[C@@H](C(=O)N1CCCCC1)[C@@H]2CO	-10.3	-18.9	-0.7	0.0	x	-24.4	-0.1	0.3
Cc1nnc(SCC(=O)N(C)C2CCCCC2)s1	x	-18.4	-1.8	x	-8.9	-0.3	-0.7	0.3
Cc1c(C(=O)Nc2cc(S(=O)(=O)N3CCOCC3)ccc2N2CCN(C)CC2)oc2ccccc12	x	-4.2	4.6	x	7.7	-1.5	3.5	0.2
N#Cc1c(-c2ccccc2)cc(C2CC2)nc1SCC(=O)O	10.5	-1.3	10.7	-1.7	6.3	-0.1	-1.5	0.4
COc1ccccc1C#Cc1cnc2c(c1)C(=O)N([C@@H](C)CO)C[C@@H](C)[C@@H](CN(C)S(=O)(=O)c1cn(C)cn1)O2	6.0	-8.6	-0.3	-0.9	3.7	-5.5	6.7	-0.2
C[C@@H]1CCCCO[C@H](CN(C)Cc2ccccc2)[C@H](C)CN([C@H](C)CO)C(=O)c2cc(NS(=O)(=O)c3ccccc3)ccc2O1	x	-28.6	-19.3	-2.1	-0.9	8.5	3.8	-1.1
C#CCSc1nc2sc3c(c2c(=O)n1C)CCC3	-2.9	-10.1	-3.8	4.1	2.1	-1.7	-1.4	0.0
CCCc1n(CC(O)COCc2ccccc2)c2ccccc2[n+]1C (configuration not stated)	x	-0.9	1.0	x	x	-0.7	6.8	0.3
O=C(CSc1nc(-c2ccccc2)cc(C(F)(F)F)n1)NCc1ccco1	0.0	-3.2	-2.1	1.1	-4.6	-0.3	2.2	x
CCC(=O)N(Cc1cc2ccccc2[nH]c1=O)c1ccccc1OC	-7.8	1.3	-2.2	4.1	2.0	-1.0	0.3	-0.1
CC(C)c1ccc2[nH]c3nc(SCC(=O)NC4CC4)nnc3c2c1	-8.1	-1.5	1.7	x	x	-2.3	-6.7	0.1
CS(=O)(=O)N1CCCCN2[C@H](C1)[C@H](c1ccc(C#Cc3ccccn3)cc1)[C@@H]2CO	x	-13.9	-2.5	2.2	-7.4	0.3	-4.8	0.0
Cc1cc(Nc2ccccc2)nc2cc(O)ccc12	-5.4	-55.0	x	3.3	-1.4	x	-0.4	0.0
Cc1ccc(NC(=O)C2CCCN(c3ncnc4c3nc3n4CCCCC3)C2)cc1Cl (configuration not stated)	-7.6	5.0	1.4	0.5	-12.4	4.0	-5.1	0.0
COc1ccc(-c2cnc3c(NC=O)cc(-c4ccc(C(=O)N5CCOCC5)cc4)cn23)cc1OC	-13.7	7.4	13.9	-0.4	-10.4	-4.3	-2.9	0.0
COc1ccc(S(=O)(=O)N[C@@H]2CC[C@@H](CCNC(=O)c3ccccc3F)O[C@H]2CO)cc1	-9.6	1.8	-1.5	-0.7	-1.0	1.7	2.2	-0.1
COc1ccc(C2=NNC(=Nc3cc(S(=O)(=O)N(C)C)ccc3C)SC2)c(OC)c1	14.6	-6.0	x	1.6	-15.6	-2.4	9.4	x
Cc1c(N=C2SCC(=O)N2/N=C/c2ccccc2)c(=O)n(-c2ccccc2)n1C	x	6.6	0.2	x	x	1.2	-4.2	0.0
CN(C)CCOC(C1CCCCC1)C1CCCCC1	1.1	27.2	7.1	6.6	-48.6	-3.0	3.8	x
CCNC(=O)Nc1ccc2c(c1)C(=O)N(C)[C@H]1CC[C@@H](CC(=O)N[C@H](C)c3ccccc3)O[C@H]1CO2	12.3	-28.3	0.2	-11.0	x	6.1	-1.8	0.0
C[C@H]1CN([C@@H](C)CO)C(=O)Cc2cc(NS(=O)(=O)c3ccc(Cl)cc3)ccc2O[C@@H]1CN(C)S(C)(=O)=O	-2.2	-3.5	-0.3	-3.2	3.3	-0.5	-36.4	0.0
C[C@H](O)C#Cc1cnc2c(c1)C(=O)N([C@@H](C)CO)C[C@@H](C)[C@@H](CN(C)Cc1ccc(-c3ccccc3)cc1)O2	-2.4	5.1	-5.4	-1.2	9.2	-6.6	-64.1	0.5
C[C@@H]1CN([C@H](C)CO)C(=O)c2cc(C#CCN(C)C)cnc2O[C@H]1CN(C)C	-15.3	8.9	1.6	-1.9	-5.3	6.0	32.3	-1.1
COc1ccc(NC(=O)N2CC(=O)N3[C@H](C2)[C@@H](c2ccc(/C=C/c4ccccc4)cc2)[C@@H]3CO)cc1	x	8.8	0.5	x	-18.6	4.5	-3.7	-0.1
Cc1ccc(NS(=O)(=O)c2cccc(C(=O)NN3CCOCC3)c2)cc1	x	-5.4	-2.4	x	x	-3.0	1.5	0.0
Cn1c(CSCc2ccc(Cl)cc2Cl)n[nH]c1=S	x	11.2	1.5	x	x	1.8	-4.6	0.1
CCOc1ccc(N2C(=O)CC(Sc3nnnn3-c3ccccc3)C2=O)cc1 (configuration not stated)	x	-3.6	1.6	x	x	-5.8	-4.6	-0.1
Cc1ccc[n+](-c2nc3ccccc3nc2[N-]S(=O)(=O)c2ccccc2)c1	15.8	5.8	2.2	0.2	-6.8	-2.5	-16.0	0.0
O=C(c1cc(F)c(F)cc1Cl)N1CCCc2ccccc21	-0.7	16.5	-3.2	2.9	1.0	1.3	-2.9	0.0
CC(=O)c1c(C)[nH]c(C(=O)Nc2ccc(S(=O)(=O)N(C)C)cc2)c1C	x	3.4	0.8	-0.7	8.6	-2.8	-2.8	0.1
Cc1noc(C)c1NC(=O)N(C)C[C@@H]1Oc2c(NS(C)(=O)=O)cccc2C(=O)N([C@@H](C)CO)C[C@H]1C	x	-13.1	-1.7	2.7	-5.3	-0.8	6.2	0.0

Only part of the results is shown; rates above refer to the full screens.
